Screening results: PubChem, Sanford-Burnham Center for Chemical Genomics
tim23-1 inh – inhibits growth of tim23-1 mutant yeast; actives 1.3% (n = 330,000); inhibition, % at 20 µM; AID 463212; S. cerevisiae tim23-1 growth, BacTiter-Glo luminescence, 24 h;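 active = growth inhibition of the mutant yeast at or above 50%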;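 also: temperature-sensitive mutant grown at 25 °C; plate controls were DMSO-treated mutant yeast for no effect and medium wells lacking yeast for full effect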
XBP1 UPR activ – activators of adaptive arm of unfolded protein response (XBP1); activation, % at 20 µM; CHO-XBP1 luciferase reporter, IRE1-XBP1 UPR activation, luminescence; percent of tunicamycin response, DMSO as zero; actives 0.33% (n = 330,000);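 active = versus positive control, 20 µM dose yields 30% or more activation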;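 also: 100% = tunicamycin at 10 µg/mL and 0% = DMSO only wells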
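Signal: luciferase luminescence; Assay system: CHO-XBP1 luciferase reporter cells; Amount: one thousand reporter cells per well; Dosing: 20 µM single concentration, DMSO 1%; Benchmarks: high control tunicamycin 10 µg/mL final, low control DMSO vehicle only; Schedule: 6 h compound exposure at 37 °C, 5% CO2; Evaluation: percent activation relative to tunicamycin reference.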
UPR CHOP act – activators of apoptotic arm of unfolded protein response (CHOP); activation, % at 10 µM; AID 449763; actives 0.34% (n = 330,000); CHO-CHOP luciferase reporter, UPR activation, luminescence; percent of tunicamycin response over DMSO baseline;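 active = at 10 µM dose, activation of 40% or more, normalized to positive control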;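 also: 100% = tunicamycin at 10 µg/mL and 0% = DMSO alone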
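Test system: CHO CHOP reporter cells. Input: 500 CHO-CHOP cells per well. Medium: F12 with 10% FBS. Technique: luciferase luminescence. Measure: percent activation relative to tunicamycin control. Dosing: 10 µM compound, 0.5% DMSO. Timing: 16-18 h cell attachment, then 6 h compound exposure, 37 °C.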
Mdm2 MdmX PPI – human Mdm2/MdmX binding inhibition; SaOS-2 split-luciferase Mdm2/MdmX complementation, luminescence; inhibition, % at 8 µM; actives 3% (n = 330,000); AID 485346;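 active = inhibition of at least 50% at 8 µM in the primary screen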
tim10-1 inh – inhibits growth of tim10-1 mutant yeast; S. cerevisiae tim10-1 ts strain growth, BacTiter-Glo, 24 h; inhibition, % at 20 µM; actives 2.2% (n = 330,000); AID 463190;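 active = inhibition of at least 40%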;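 also: mutant grown at 25 °C; 0% = DMSO wells with yeast and 100% = wells holding no yeast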
TIM10 inh – inhibits growth of TIM10 yeast strain; actives 1.4% (n = 330,000); inhibition, % at 10 µM; S. cerevisiae TIM10 strain growth, BacTiter-Glo luminescence, 24 h;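 active = inhibition of 40% or more at the single tested concentration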;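 also: wild-type TIM10 isogenic control strain grown at permissive 25 °C; 0% = DMSO yeast wells and 100% = minimal medium wells without yeast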
GRIN3A LBD mod – NR3A (human) ligand-binding domain modulation; NR3A LBD differential scanning fluorimetry, Tm shift; 0% = protein alone, 100% = glycine-bound protein; actives 2.5% (n = 340,000); Tm shift relative to glycine control, % at 25 µM;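 active = melting temperature shift of at least 10% of the positive control shift, at one fixed dose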
NLRP3 yeast inh – NALP3 inhibition in yeast | Yeast reconstituted NLRP3/ASC/caspase-1, beta-gal luminescence, 24 h | inhibition, % at 10 µM | actives 0.39% (n = 330,000) | AID 2825;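 active = inhibition of 50% or more; inactive = inhibition below 50%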;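 also: plate controls were induced DMSO wells for no effect and uninduced yeast grown without galactose for full effect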
APJ ag – agonists of human APJ apelin receptor | CHO-K1 APJ PathHunter beta-arrestin, luminescence; 0% DMSO wells, 100% apelin | activation, % at 20 µM | actives 0.11% (n = 330,000) | P35414;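 active = activation more than six SD over the plate average, tested at 20 µM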;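 also: 0% = DMSO alone and 100% = apelin-13 at 10 nM; some results filed as inactive read as strong as hits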
Target sequence (P35414 whole entry, looked up): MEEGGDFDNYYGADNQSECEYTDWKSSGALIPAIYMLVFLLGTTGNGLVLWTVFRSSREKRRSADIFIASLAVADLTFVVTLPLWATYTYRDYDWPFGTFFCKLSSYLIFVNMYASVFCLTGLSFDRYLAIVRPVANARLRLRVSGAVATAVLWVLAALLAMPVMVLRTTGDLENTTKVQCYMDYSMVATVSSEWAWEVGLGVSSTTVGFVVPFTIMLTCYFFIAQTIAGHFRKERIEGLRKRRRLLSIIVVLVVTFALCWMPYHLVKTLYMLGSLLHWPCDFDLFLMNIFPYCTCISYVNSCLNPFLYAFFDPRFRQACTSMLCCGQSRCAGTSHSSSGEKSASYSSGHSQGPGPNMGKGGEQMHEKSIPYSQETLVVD
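Test system: CHO-K1 APJ beta-arrestin complementation cell line | Compound: Single test compound dose, 20 µM final, 1% DMSO | Incubation: Compound 90 min 25 °C, reagent 1 h | Measured by: beta-gal luminescence | Read-out basis: APJ–arrestin association signal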
Starred values were filed as active, the others as inactive; . = not tested or not shown. An unsorted share of the library (roughly 8.2% active in at least one column).

SMILES	tim23-1 inh	XBP1 UPR activ	UPR CHOP act	Mdm2 MdmX PPI	tim10-1 inh	TIM10 inh	GRIN3A LBD mod	NLRP3 yeast inh	APJ ag
O=C(Nc1cccc(O)c1)c1ccc(Br)c(S(=O)(=O)N2CCCCC2)c1	-1	4	1.2	18	2	5	-4	2	-1
Cc1c(C)c2c(C)[nH]nc2oc1=O	8	-1	-1.6	12	0	-10	2	8	-5
COc1ccc2c(c1)CC/C2=N\OC(=O)c1cccc(C)c1	53*	-1	8.4	97*	62*	83*	0	52*	-3
COCCn1nnnc1CN(Cc1ccco1)Cc1cc2cc3c(cc2[nH]c1=O)OCO3	13	1	-0.9	11	17	-12	-4	3	-5
COc1cc(C)c(C)cc1S(=O)(=O)NC1CC(C)(C)NC(C)(C)C1	2	-4	1.9	-2	-4	0	5	25	-3
C[C@H](NC(=O)C1CC(=O)N(c2ccc3c(c2)OCCO3)C1)C(=O)NC1CCCC1 (stereo partly drawn)	9	5	0.2	1	7	6	0	7	0
O=C(NNC(=O)c1ccccc1F)c1cccc(S(=O)(=O)N2CCc3ccccc32)c1	20	-2	1.9	19	9	9	-11	19	-4
COc1cc(/C=N\Nc2nc(-c3ccc(C)cc3)c(NC(C)=O)s2)ccc1O	24	-2	1.0	16	11	15	2	-27	2
CC(C)(C)C(=O)CSc1ncnc2c1cnn2-c1ccccc1	-2	1	8.7	-80	10	3	3	7	-1
CO/N=C(\N)c1nonc1N	18	3	-0.7	6	10	12	-3	15	1
Cc1cccc(NC(=O)CNC(=O)CCNC(=O)c2ccc(C(C)(C)C)cc2)c1C	2	0	1.6	2	4	15	0	3	-1
Cc1cc(/C=N/NC(=O)C(=O)NCc2ccccn2)c(C)n1-c1cccc(Br)c1	-5	1	0.3	20	11	1	-12	-11	-2
COc1ccccc1NC(=S)Nc1ccc2cn[nH]c2c1	22	1	3.3	-19	-7	6	-5	24	0
CC[C@H](C)Cc1cn([C@@H](CCCCN)C(=O)NCCCCCCCCCCC(=O)N2CCNCC2)nn1	-12	-1	-0.8	-2	-23	-9	1	11	3
O=C1NC2(CCCCCC2)C(=O)N1Cc1ccccc1Br	24	-1	0.4	-13	11	23	-1	-10	0
CCc1cc(-c2nnc(SCC(=O)NC3CC3)n2C)cs1	5	-1	-0.4	6	6	5	0	16	-2
CCOC(=O)C1(CCc2ccccc2)CCN(Cc2nccn2CC)CC1	0	2	-1.2	7	34	17	-1	-14	-4
O=C1CS(=O)(=O)N(Cc2ccccc2F)c2ccc(Br)cc21	72*	1	0.4	31	41*	32	-13	.	.
O=C(O)c1ccccc1SC1CC(=O)N(c2ccc3c(c2)OCO3)C1=O (stereo not drawn)	15	-5	-0.6	-5	17	9	0	9	0
Cc1ccc(N(CC(=O)N/N=C/c2cccs2)S(C)(=O)=O)cc1	18	2	-0.9	5	-7	-3	-3	-8	-4
Cc1ccccc1NC(=O)Nc1nnc(CC(=O)NCc2ccccc2)s1	-15	0	-0.9	35	6	3	-6	5	-2
COc1ccc(CCC(=O)NNC(=S)NCc2ccc(F)cc2)cc1	0	-1	0.7	-14	4	5	-3	6	-4
Cc1ccc(NC(=O)c2cc(N3C(=O)C=CC3=O)ccc2Cl)cc1C	14	-3	-0.3	12	21	-1	-5	5	-1
COc1ccc(OC)c(C(c2nnnn2Cc2ccccc2)N2CCN(C3CCCCC3)CC2)c1 (stereo not drawn)	-6	-2	-0.1	22	-2	-13	0	21	0
COCCn1c(-c2ccco2)nc2nc3ccccc3nc21	4	-3	1.1	24	-5	13	-2	12	-1

Three compounds from above, ordered by formula weight, highest first.
SMILES	tim23-1 inh	XBP1 UPR activ	UPR CHOP act	Mdm2 MdmX PPI	tim10-1 inh	TIM10 inh	GRIN3A LBD mod	NLRP3 yeast inh	APJ ag
Cc1cc(/C=N/NC(=O)C(=O)NCc2ccccn2)c(C)n1-c1cccc(Br)c1	-5	1	0.3	20	11	1	-12	-11	-2
Cc1cccc(NC(=O)CNC(=O)CCNC(=O)c2ccc(C(C)(C)C)cc2)c1C	2	0	1.6	2	4	15	0	3	-1
Cc1ccccc1NC(=O)Nc1nnc(CC(=O)NCc2ccccc2)s1	-15	0	-0.9	35	6	3	-6	5	-2

Shown as labelled records: entries from further up.
CCOC(=O)C1(CCc2ccccc2)CCN(Cc2nccn2CC)CC1
  tim23-1 inh: 0	XBP1 UPR activ: 2	UPR CHOP act: -1.2	Mdm2 MdmX PPI: 7	tim10-1 inh: 34	TIM10 inh: 17	GRIN3A LBD mod: -1	NLRP3 yeast inh: -14	APJ ag: -4
O=C1CS(=O)(=O)N(Cc2ccccc2F)c2ccc(Br)cc21
  tim23-1 inh: 72*	XBP1 UPR activ: 1	UPR CHOP act: 0.4	Mdm2 MdmX PPI: 31	tim10-1 inh: 41*	TIM10 inh: 32	GRIN3A LBD mod: -13	NLRP3 yeast inh: .	APJ ag: .
O=C(O)c1ccccc1SC1CC(=O)N(c2ccc3c(c2)OCO3)C1=O (stereo not drawn)
  tim23-1 inh: 15	XBP1 UPR activ: -5	UPR CHOP act: -0.6	Mdm2 MdmX PPI: -5	tim10-1 inh: 17	TIM10 inh: 9	GRIN3A LBD mod: 0	NLRP3 yeast inh: 9	APJ ag: 0
Cc1ccc(N(CC(=O)N/N=C/c2cccs2)S(C)(=O)=O)cc1
  tim23-1 inh: 18	XBP1 UPR activ: 2	UPR CHOP act: -0.9	Mdm2 MdmX PPI: 5	tim10-1 inh: -7	TIM10 inh: -3	GRIN3A LBD mod: -3	NLRP3 yeast inh: -8	APJ ag: -4

(listing goes on)
SMILES	tim23-1 inh	XBP1 UPR activ	UPR CHOP act	Mdm2 MdmX PPI	tim10-1 inh	TIM10 inh	GRIN3A LBD mod	NLRP3 yeast inh	APJ ag
Cc1cc(NC2CCCCC2)nc2ccccc12	10	10	-3.9	14	15	18	-6	16	-2
Cc1ccc(-n2c(C)cc(C(=O)OCC(=O)N(C)C3CCS(=O)(=O)C3)c2C)cc1 (stereo not drawn)	6	2	-0.5	15	6	0	0	12	-2
O=C(CCc1ccccc1)NC(=S)Nc1ccccc1Br	50*	-2	1.0	7	-9	29	-4	23	-1
Cc1ccc(C(=O)OCC(=O)NCc2ccc3c(c2)OCO3)o1	15	-1	0.3	17	14	-1	-3	4	-2
O=C(CCn1cccc1)Nc1cccc(F)c1	7	-2	-1.2	-5	3	2	1	17	-1
O=C(NCc1ccc(F)cc1Cl)C1CCN(S(=O)(=O)N2CCC3(CC2)OCCO3)CC1	-8	0	0.3	-17	0	-4	.	2	-1
Cc1ccc(S(=O)(=O)N(C)Cc2ccc(C(=O)NN=C3C4CC5CC(C4)CC3C5)cc2)cc1	10	0	0.7	-11	36	15	-4	-12	0
N=C(N)SCc1ncccc1O	-6	-1	0.1	11	12	-12	-1	-3	-5
CCN(CC)C(=O)CCNS(=O)(=O)c1ccc(C)cc1	20	2	0.0	14	8	-4	1	9	4
Cc1ccc(C(=O)NC(C)C2CC3CCC2C3)c(C)c1 (stereo not drawn)	17	-1	3.7	2	-17	-1	0	27	-3
Cn1c(N2CCOCC2)c(/C=N/O)c2ccccc21	16	1	0.1	16	-4	-6	-1	13	-4
C=CCN(CC(O)c1cccc([N+](=O)[O-])c1)C(C)CCc1ccccc1 (stereo not drawn)	10	-1	0.0	-10	19	9	0	21	-7
C#CCOCCOCCOCCNc1nc(N2CCN(C(=O)[C@H]([C@@H](C)CC)n3cc([C@@H](N)Cc4ccc(O)cc4)nn3)CC2)nc(N2CCN(C(=O)[C@H](CCCCN)n3cc([C@@H](N)CO)nn3)CC2)n1	18	-1	2.8	11	14	8	.	2	-3
Cc1cc(C)cc(N(C(C)C(=O)NCCC2=CCCCC2)S(C)(=O)=O)c1 (stereo not drawn)	24	-2	0.1	5	27	26	0	3	-1
COc1cccc(CC(Cc2nc3ccccc3[nH]2)c2nc3ccccc3[nH]2)c1 (stereo not drawn)	11	-1	4.1	-13	11	5	-3	3	-4
CCOC(=O)c1c(NC(=O)CSc2cn(CC)c3ccccc23)sc2c1CCC2	2	-2	-0.8	17	7	5	0	16	-4
c1ccc(Cn2ncc3c(N4CCN(C(c5ccccc5)c5ccccc5)CC4)ncnc32)cc1	14	-9	1.0	21	10	3	-1	7	-6
Cc1cc(C)n2nc(SCC(=O)NC3CCCCC3)nc2n1	-8	-5	1.3	8	5	1	-1	20	-2
COc1ccc(C(=O)NC(=S)N(C)C2CCCCC2)cc1	41	-1	6.9	-8	24	6	-6	30	-6
O=C(CN1CCC(Cc2ccccc2)CC1)Nc1ccc2c(c1)OCCO2	3	-1	0.5	11	11	-17	0	23	-1
O=C1[C@@H]2Cc3c([nH]c4ccccc34)C(c3ccc(Cl)cc3)N2C(=O)CN1CCO (stereo partly drawn)	7	-5	-0.6	9	4	14	3	8	-2
C=C(C)c1cccc(C(C)(C)NC(=O)N2CCN(c3ccccn3)CC2)c1	19	1	-2.7	1	10	2	0	13	1
CS(=O)(=O)N1CCCC(C(=O)NCc2ccc(F)cc2)C1 (stereo not drawn)	14	-5	1.7	-16	20	18	2	-3	1
CC(=O)c1cccc(NC(=O)c2nc(-c3ccccc3)oc2C)c1	17	-2	0.2	3	5	17	0	25	-6
COc1ccc(N2C(=O)C(CN3CCCCC3)C2c2ccccc2)cc1 (stereo not drawn)	14	-2	0.1	-1	0	-8	2	30	-1
NC(=O)COC(=O)c1ccc(NS(=O)(=O)c2ccc3c(c2)OCCO3)cc1	12	-2	0.0	-14	4	-17	-1	2	2
Cc1ccc(S(=O)(=O)NCCC(=O)N2CCN(c3cccc(Cl)c3)CC2)cc1C	12	-2	-0.3	19	15	-8	-9	7	5
